V-ATPase pHluor: yeast V-ATPase proton transport regulation by pHLuorin; S. cerevisiae, pHLuorin cytosolic pH fluorescence; response, % at 10 µM; 0.37% of 350,000 active; AID 504577; in the data active = response mostly above about 7.3%, no sharp cut-off; inactive = mostly below about 5.4%; note: actives read high; inactives centre near 0; some compounds called inactive have numbers as strong as hits; reference of the scale not given here
HTR5A ag: HTR5A agonism, opioid heterodimer counter-screen; P47898; HTR5A agonist assay, luminescence, cell-based; activation, % at 9.3 µM; 0.61% of 340,000 active; in the data active = activation mostly above about 9.5%, no sharp cut-off; inactive = mostly below about 7.6%;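 note: 0% = cells with vehicle only and 100% = reference agonist; strong numbers were not always called active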
Target sequence (P47898 whole entry, looked up): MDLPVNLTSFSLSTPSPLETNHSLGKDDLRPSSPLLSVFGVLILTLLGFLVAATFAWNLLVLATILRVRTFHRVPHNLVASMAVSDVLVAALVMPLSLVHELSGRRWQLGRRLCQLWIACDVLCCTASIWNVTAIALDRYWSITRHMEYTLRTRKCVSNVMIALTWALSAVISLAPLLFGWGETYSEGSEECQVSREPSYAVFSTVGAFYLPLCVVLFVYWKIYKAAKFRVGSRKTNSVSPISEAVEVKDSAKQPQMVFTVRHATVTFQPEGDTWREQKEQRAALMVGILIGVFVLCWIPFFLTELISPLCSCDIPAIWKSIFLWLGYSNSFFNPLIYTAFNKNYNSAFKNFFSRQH
SR-BI HDL uptake: blocks mouse SR-BI lipid uptake from DiI-HDL | ldlA[mSR-BI] CHO cells, DiI-HDL uptake fluorescence, 3 h | inhibition, % at 12.5 µM | 0.96% of 320,000 active;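 active = mean replicate inhibition of at least 70% and a set share of replicates each scoring 70 or more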;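 note: 0% = median of neutral control wells and 100% = median of positive control wells; values of inactives mirror those of a sister screen read the other way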
Target sequence (Q61009 whole entry, looked up): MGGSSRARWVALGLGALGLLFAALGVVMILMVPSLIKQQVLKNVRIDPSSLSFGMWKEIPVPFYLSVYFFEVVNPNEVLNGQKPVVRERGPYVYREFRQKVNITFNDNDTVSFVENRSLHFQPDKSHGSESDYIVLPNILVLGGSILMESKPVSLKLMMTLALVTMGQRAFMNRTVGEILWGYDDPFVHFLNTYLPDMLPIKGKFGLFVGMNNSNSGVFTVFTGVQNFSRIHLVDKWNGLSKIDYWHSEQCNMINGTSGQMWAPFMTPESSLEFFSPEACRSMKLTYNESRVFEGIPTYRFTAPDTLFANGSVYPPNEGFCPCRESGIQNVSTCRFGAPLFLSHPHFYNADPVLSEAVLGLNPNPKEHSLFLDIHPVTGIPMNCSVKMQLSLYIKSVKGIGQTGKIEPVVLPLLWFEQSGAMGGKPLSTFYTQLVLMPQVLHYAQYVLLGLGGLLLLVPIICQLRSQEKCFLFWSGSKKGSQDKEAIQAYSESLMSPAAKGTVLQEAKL
NSD2 HMT inh: blocks human histone methyltransferase NSD2 | NSD2 peptide methylation, AlphaScreen, 120 min | inhibition, % at 12.5 µM | 0.54% of 310,000 active; in the data active = inhibition above about 50%
dFosB act: enhances mouse delta FosB homodimer DNA binding | P13346 | purified delta FosB, TAMRA-CDK5 oligo fluorescence polarization; percent of positive-control signal above neutral wells | activation, % at 25 µM | 0.99% of 340,000 active | AID 493131;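 active = mean activation above about 17%, with every replicate also reaching it, limit read from the data, passing the limit was not always enough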;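 note: fluorescence polarization rise as delta FosB binds a TAMRA Cdk5 AP-1 oligo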
PvdQ inh: blocks Pseudomonas aeruginosa PvdQ acylase activity. purified PvdQ acylase, fluorescence plate reader. inhibition, % at 10 µM. 0.063% of 340,000 active; in the data active = inhibition above about 30%, passing the limit was not always enough;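 note: 0% = vehicle neutral wells and 100% = reference inhibitor wells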
Wnt act: Wnt/beta-catenin pathway activation | Wnt/beta-catenin reporter cell assay, activator, plate reader | activation, % at 9.35 µM | 1.2% of 300,000 active | AID 743398; in the data active = activation above about 30%, passing the limit was not always enough;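 note: 0% = neutral control wells and 100% = positive control wells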
HTR5A inv ag: HTR5A inverse agonism, opioid heterodimer counter-screen; HTR5A cell line, luminescence; inhibition, % at 9.3 µM; 0.083% of 340,000 active; in the data active = inhibition mostly above about 23%, no sharp cut-off; inactive = mostly below about 18%;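 note: 0% = cells with DMSO and 100% = no-cell wells with DMSO; some compounds called inactive have numbers as strong as hits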
MITF act: MITF TRPM1 promoter activation in melanoma cells; SK-MEL-5 TRPM1-promoter luciferase, 24 h; % of positive control, neutral wells = 0; activation, % at 12.5 µM; 0.75% of 300,000 active; AID 588334;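 active = mean activation of at least 80% with every replicate also reaching 80%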;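 note: 0% = neutral control wells and 100% = parthenolide positive control wells; values of inactives mirror those of a sister screen read the other way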
CDK5 p35 inh: CDK5/p35 (human) kinase inhibition. Q00535+Q15078. Recombinant CDK5/p35, ADP-Glo luminescence, 60 min. inhibition, % at 10 µM. 0.01% of 330,000 active. AID 488839;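 active = highest replicate inhibition of at least 50% and at least 75% of replicates reaching 50%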;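 note: plate controls were DMSO neutral control for no effect and GW8510 at 10 µM for full effect; many of its hits are not listed in these tables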
An asterisk follows results filed as active; x = not tested or not shown; & = joins results of further samples.

SMILES	V-ATPase pHluor	HTR5A ag	SR-BI HDL uptake	NSD2 HMT inh	dFosB act	PvdQ inh	Wnt act	HTR5A inv ag	MITF act	CDK5 p35 inh
CCc1nc2ccccc2c(C(=O)Nc2ccc(C)cc2)c1C	-1	1	27	-5	1	3	-2	-4	-1	0.5
CCCC(=O)N(CCN1CCOCC1)c1nc2c(OCC)cccc2s1	0	0	29	3	-5	-12	x	23	14	-0.6
Cc1c(CCO)c(=O)n2n1CCCC2	6	5	-2	1	-3	-15	-4	-20	2	1.7
O=C(CCC1CCCCC1)NCCS(=O)(=O)N1CCN(c2ccc(F)cc2)CC1	-1	-8	-16	1	-2	-9	2	20	-3	-1.5
COC(=O)c1cn[nH]c1NC(=S)Nc1ccc(C)cc1Cl	-3	9	10	-3	-11	-25	x	-19	55	-1.3
CCCc1nc(N2CCOCC2)c(C#N)c2c1CCCC2	-5	2	-8	-6	1	3	-3	-35	-3	-1.7
CCC(C)c1ccccc1NC(=S)NC(=O)c1ccco1 (centres undefined)	-2	-4	0	0	-7	-17	-1	11	6	-1.3
O=S(=O)(c1ccc(S(=O)(=O)N(Cc2ccccc2)Cc2ccco2)cc1)N1CCCC1	-1	0	4	4	-2	8	x	-26	3	-0.2
CC1(C)CC(=O)C2=C(C1)c1c(ccc3ccccc13)NC2c1ccc(C(=O)O)cc1 (centres undefined)	0	1	-2	-3	-4	7	-2	-4	-15	1.8
Cc1cnc(CN2CCc3c([nH]c4ccccc34)C2C2CCCCC2)[nH]1 (centres undefined)	-1	6	13	-2	-7	-7	1	-16	4	0.0
CC(C)(C)CC(=O)Nc1cc2c3c(c1)CCN3C(=O)CC2	-1	1	22	-9	3	-9	-2	-5	1	1.2
CCc1nc2ccc(C(=O)NCCc3ccc(OC)cc3)cc2nc1CC	1	1	15	-2	-15	-10	-1	-4	12	0.5

One compound at a time (already shown):
CCCc1nc(N2CCOCC2)c(C#N)c2c1CCCC2 is entered as V-ATPase pHluor: -5; HTR5A ag: 2; SR-BI HDL uptake: -8; NSD2 HMT inh: -6; dFosB act: 1; PvdQ inh: 3; Wnt act: -3; HTR5A inv ag: -35; MITF act: -3; CDK5 p35 inh: -1.7
Cc1cnc(CN2CCc3c([nH]c4ccccc34)C2C2CCCCC2)[nH]1 (centres undefined) is entered as V-ATPase pHluor: -1; HTR5A ag: 6; SR-BI HDL uptake: 13; NSD2 HMT inh: -2; dFosB act: -7; PvdQ inh: -7; Wnt act: 1; HTR5A inv ag: -16; MITF act: 4; CDK5 p35 inh: 0.0

(further entries)
SMILES	V-ATPase pHluor	HTR5A ag	SR-BI HDL uptake	NSD2 HMT inh	dFosB act	PvdQ inh	Wnt act	HTR5A inv ag	MITF act	CDK5 p35 inh
Cc1cccc(C2CN(C)CCc3c2cc(O)c(O)c3Cl)c1 (centres undefined)	9	21	11	x	3	-10	-2	-74	7	0.8
O=C1NCCCC2c3c(cc(Br)c(O)c3Br)OC12N1CCOCC1 (centres undefined)	-1	1	1	2	0	-6	x	-3	-16	0.2
Clc1ccc(OCCCn2cncn2)cc1Cl	-5	1	-1	x	1	-6	x	-26	14	1.0
O=C(CSc1nnc(-c2ccncc2)n1C1CCCCC1)Nc1cccc(O)c1	-6	7	16	2	5	13	-1	-18	1	0.0
O=C(CCCl)Nc1cc(SCCO)cc([N+](=O)[O-])c1	-2	-2	6	-1	4	-17	x	22	4	0.1
CCOC(=O)[C@H]1[C@H]2COc3ccc(Br)cc3[C@@H]2N2C(=O)CN(Cc3ccc(F)cc3)C(=O)[C@@]12C	2	3	2	x	5	-11	-1	2	7	0.3
CC(=O)Cc1nsc(NC(=O)c2cn(-c3ccccc3)nc2-c2ccc(Br)cc2)n1	3	12	42	-1	0	3	x	-34	x	0.8
O=C(O)CCC(=O)Nc1ccccc1C(=O)NCc1ccco1	0	0	0	-5	3	6	0	-20	-6	-0.1
O=C(NCCC1=CCCCC1)C(=O)c1c[nH]c2ccccc12	1	1	-3	-2	-5	-19	x	9	49	0.0
c1ccc2oc(C3=NNC(=NC4CC4)SC3)cc2c1	0	-1	82*	x	-13	2	3	3	-41	1.3
CCOc1ccc(/C(=N\O)C(C)NO)cc1 (centres undefined)	5	6	9	-2	-9	1	-4	-2	8	-1.2
CCN1C(=O)C(O)(CC(=O)c2ccccn2)c2ccccc21 (centres undefined)	-2	-2	11	2	1	16	x	5	x	-1.4
Cn1c(SCC(=O)Nc2ccc3c(c2)OCCO3)nnc1C1CC1	2	-5	-8	12	1	-12	1	2	-1	1.6
CC12CCC(O)CC1=CCC1C2CCC2(C)C3=NN=CC3CC12 (centres undefined)	1	-1	-19	-4	-18	-8	7	4	-5	-0.1
Cc1cccc(CS(=O)(=O)Cc2ccc(C(=O)NCc3cccnc3)o2)c1	1	2	4	16	-16	-5	x	0	2	-0.1
Cc1ccc(NC(=O)C(=O)c2cn(CC(=O)N3CCCCC3)c3ccccc23)cc1	-3	4	3	1	10	2	-1	-10	33	0.2
Cc1onc(-c2ccccc2)c1C(=O)NCCc1ccc(S(N)(=O)=O)cc1	x	-4	13	0	1	3	-3	1	x	-0.3
O=C(NCCSc1ncc(-c2ccc(F)cc2)[nH]1)c1ccco1	4	0	-6	3	-2	-11	0	-25	-5	0.9
O=C(CSc1nc2ccccc2n1-c1ccccc1)NCC1CCCO1 (centres undefined)	1	2	3	1	-3	0	x	-3	1	-0.4
CC(C)=CC(=O)OCC(=O)NC1CCCc2ccccc21 (centres undefined)	-3	0	0	1	-2	2	-1	4	7	-0.2
NS(=O)(=O)c1ccc(NC(=S)Nc2cc(Cl)c(Cl)cc2Cl)cc1	0	2	-24	-2	5	4	-2	-7	3	-5.6
O=c1ccc(-c2nc3cc(Cl)ccc3n2Cc2ccccc2)c[nH]1	-4	3	8	0	-3	2	-1	-7	1	-1.0
CC1CC(C)CN(CCCSc2ccccc2)C1 (centres undefined)	6	-4	-8	8	-1	-10	-4	-6	-7	2.0
CC(=O)c1cc(NC(=O)c2ccc([N+](=O)[O-])cc2)c(=O)oc1C	2	1	15	1	-3	-11	4	-1	-10	-2.5
CC(C)(C)C(=O)C1=C(O)C(=O)N(Cc2ccccc2)C1c1ccccc1Cl (centres undefined)	0	2	5	-1	-4	-8	-1	-22	x	-2.1
Cc1ccc(Nc2nc(NCc3ccco3)c3ccccc3n2)cc1	9	4	-28	-2	58*	-10	2	-10	29	-0.9
O=C(COC(=O)c1cc(S(=O)(=O)N2CCOCC2)ccc1Cl)Nc1ccc2c(c1)OCO2	-2	-3	18	1	0	-17	-3	1	5	-1.3
O=C(Cc1ccccc1)NC(=S)Nc1ccc2oc(-c3ccccc3F)nc2c1	0	4	26	-1	-24	-19	x	-13	125*	-3.6
CCOC(=O)c1c(NC(=O)c2cccc([N+](=O)[O-])c2C(=O)O)sc2c1CCCC2	0	3	-20	2	0	-6	-2	-13	2	-1.3
Cc1nnc2sc(SCC(=O)Nc3nccs3)nn2c1=O	-1	-1	49	-4	-3	-12	x	-6	7	-2.7
CCCc1cc(=O)n2[nH]c(C)nc2n1	-2	11	-3	-2	1	-12	-2	-10	4	-1.0
Cc1ccccc1OCC(=O)OCC(=O)Nc1cc(S(C)(=O)=O)ccc1Cl	-3	1	-24	20	-6	10	2	4	-9	0.7
Cc1ccccc1Cn1cnc2c(oc3ccccc32)c1=O	3	1	x	x	-14	-12	1	-13	15	0.4
CCCc1cc(=O)oc2c(CN3CCN(C)CC3)c(O)ccc12	0	1	-9	10	1	-18	0	-4	-4	1.1
CC(C)(C)CC(=O)NC(=S)NCc1ccco1	-2	-4	0	1	4	-14	-1	11	-9	0.0
Cc1ccc(S(=O)(=O)NC(C(=O)Oc2cc3oc(=O)cc(C)c3cc2Cl)C(C)C)cc1 (centres undefined)	-3	-2	5&-3	-3	-2	7&-85	-2	21	-14	0.7
Cc1ccc(OCc2nnc(SCC(=O)Nc3cc(C)on3)n2C)cc1	10	2	x	6	-2	-2	x	10	4	0.2
C=CCOc1c(Cl)cc(C2NC(=O)NC(C)=C2C(=O)OC)cc1Cl (centres undefined)	-3	4	-3	31	-4	-15	-1	-12	-16	-1.1
Nc1c(Cl)ncnc1NCc1ccccc1	4	6	-27	0	-1	-14	-1	0	x	0.6
COc1ccc(-c2nnc(SCC(=O)NCCc3ccccc3)o2)cc1	-1	9	11	1	0	-13	1	-26	-2	1.6
CCOC(=O)c1c(NC(=O)c2ccoc2C)sc(C(=O)N(C)C)c1C	0	1	23	4	-21	-5	x	-1	-5	-1.4
Cc1ccc(S(=O)(=O)N2CCC(C(=O)NCCC3=CCCCC3)CC2)cc1C	-5	3	11	3	-12	2	-3	-2	2	0.5
OCCNc1nc(-c2ccccc2)nc2c1oc1ccccc12	4	3	6	-2	-20	-14	-4	-25	14	0.6
CSc1ccccc1C(=O)Nc1cccc(N(C)S(C)(=O)=O)c1	-4	-1	1	-2	-6	-4	-1	22	3	0.4
CN(c1ccccc1)S(=O)(=O)c1cccc(NC(=O)c2cccc(C#N)c2)c1	-2	4	42	3	-4	-5	-7	-10	-6	0.1
CCCN(C(=O)COC(=O)c1cc(CC)c(C)s1)c1c(N)n(Cc2ccccc2)c(=O)[nH]c1=O	0	-3	37	-1	-8	3	-1	-1	-3	0.4
O=C(NCc1cccs1)c1ccc(CS(=O)Cc2ccccc2Cl)o1 (centres undefined)	0	1	2	1	-9	-4	-2	4	1	-0.1

Entries shown so far with a furan ring, fused or not, in the order listed:
SMILES	V-ATPase pHluor	HTR5A ag	SR-BI HDL uptake	NSD2 HMT inh	dFosB act	PvdQ inh	Wnt act	HTR5A inv ag	MITF act	CDK5 p35 inh
CCC(C)c1ccccc1NC(=S)NC(=O)c1ccco1 (centres undefined)	-2	-4	0	0	-7	-17	-1	11	6	-1.3
O=S(=O)(c1ccc(S(=O)(=O)N(Cc2ccccc2)Cc2ccco2)cc1)N1CCCC1	-1	0	4	4	-2	8	x	-26	3	-0.2
O=C(O)CCC(=O)Nc1ccccc1C(=O)NCc1ccco1	0	0	0	-5	3	6	0	-20	-6	-0.1
c1ccc2oc(C3=NNC(=NC4CC4)SC3)cc2c1	0	-1	82*	x	-13	2	3	3	-41	1.3
Cc1cccc(CS(=O)(=O)Cc2ccc(C(=O)NCc3cccnc3)o2)c1	1	2	4	16	-16	-5	x	0	2	-0.1
O=C(NCCSc1ncc(-c2ccc(F)cc2)[nH]1)c1ccco1	4	0	-6	3	-2	-11	0	-25	-5	0.9
Cc1ccc(Nc2nc(NCc3ccco3)c3ccccc3n2)cc1	9	4	-28	-2	58*	-10	2	-10	29	-0.9
Cc1ccccc1Cn1cnc2c(oc3ccccc32)c1=O	3	1	x	x	-14	-12	1	-13	15	0.4
CC(C)(C)CC(=O)NC(=S)NCc1ccco1	-2	-4	0	1	4	-14	-1	11	-9	0.0
CCOC(=O)c1c(NC(=O)c2ccoc2C)sc(C(=O)N(C)C)c1C	0	1	23	4	-21	-5	x	-1	-5	-1.4
OCCNc1nc(-c2ccccc2)nc2c1oc1ccccc12	4	3	6	-2	-20	-14	-4	-25	14	0.6
O=C(NCc1cccs1)c1ccc(CS(=O)Cc2ccccc2Cl)o1 (centres undefined)	0	1	2	1	-9	-4	-2	4	1	-0.1

Screening results as filed in PubChem BioAssay.
